V1R ag counter = agonists of human V1a receptor, primary screen, counter-screen for OXTR agonist project, fluorescence, CHO-V1R cells; Vasopressin V1a receptor (Homo sapiens), P37288; Fluo-8 calcium fluorescence, agonist mode; 0% DMSO, 100% 3 nM vasopressin; activation, % at 3 µM; 320,000 tested, 0.25% active;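 active = activation above the mean activation of all tested compounds plus 3 SD, per screening run, cut at about 20% in these data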;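 note: signal is peak over basal fluorescence ratio across a 100 second FLIPR read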
Target sequence (P37288 whole entry, looked up): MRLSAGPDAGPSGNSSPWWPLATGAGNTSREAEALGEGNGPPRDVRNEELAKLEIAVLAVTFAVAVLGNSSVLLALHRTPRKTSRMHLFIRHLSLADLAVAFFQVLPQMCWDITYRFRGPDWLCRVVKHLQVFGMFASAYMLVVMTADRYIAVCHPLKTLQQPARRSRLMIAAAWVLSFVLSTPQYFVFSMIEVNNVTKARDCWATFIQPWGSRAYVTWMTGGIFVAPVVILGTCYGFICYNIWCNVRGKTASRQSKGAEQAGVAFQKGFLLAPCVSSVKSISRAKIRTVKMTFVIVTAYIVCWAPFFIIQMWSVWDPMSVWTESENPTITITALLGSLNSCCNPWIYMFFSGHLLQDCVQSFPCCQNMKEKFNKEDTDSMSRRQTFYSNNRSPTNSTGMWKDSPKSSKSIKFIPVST
NALP1 yeast inh = NALP1 inflammasome inhibitors in reconstituted yeast, colorimetric, S. cerevisiae, triplicate retest. S. cerevisiae NALP1/ASC/caspase-1 growth, X-gal OD620, 72 h. inhibition, % at 10 µM. 280,000 tested, 0.61% active. AID 2071, 2009; in the data active = inhibition mostly above about 24%, no sharp cut-off; inactive = mostly below about 32%; note: some compounds called inactive have numbers as strong as hits
PfM18AAP inh = PfM18AAP inhibitors, malaria aminopeptidase, primary screen, biochemical, QFRET, recombinant enzyme; M18 aspartyl aminopeptidase (Plasmodium falciparum 3D7); H-Glu-NHMec fluorogenic cleavage; inhibition, % at 7.35 µM; 290,000 tested, 1.2% active; AID 1822, 2009;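 active = inhibition above the campaign mean inhibition over all tested compounds plus 3 SD, cut at about 28% in these data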;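 note: 0% = plate median of test compound wells and 100% = 2 mM ZnCl2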
OXTR potentiate = human OXTR potentiators, primary screen, fluorescence, CHO-OTR cells, Fluo-8 calcium; Oxytocin receptor (Homo sapiens), P30559; Fluo-8 calcium fluorescence, potentiator mode; 0% = oxytocin EC15, 100% = EC100; activation, % at 3 µM; 320,000 tested, 0.061% active; AID 2445, 2010;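 active = activation above that plate's cutoff, the mean activation of tested compounds plus 3 SD, cut at about 6.6% in these data, passing the limit was not always enough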;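 note: 100% uses oxytocin at 75 nM as the full agonist control; some results filed as inactive read as strong as hits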
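System: human OTR in CHO cells; Also added: sub-maximal oxytocin, roughly EC15; Timing: compound 6 min at room temperature before oxytocin, 100 s read; Technique: Fluo-8 intracellular calcium fluorescence, ex 470-495, em 515-575 nm; Controls: oxytocin EC15 low and EC100 high; Replication: singlicate.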
GalR3 antagonist = GalR3 antagonists in HEK293 cells, primary screen, cell-based, fluorescence readout. Galanin receptor type 3 (Homo sapiens), O60755. inhibition, % at 3 µM. AID 651719, 2012. HEK293 GalR3-CNG cAMP membrane potential fluorescence; galR3 body fused to GalR1 C-terminus. 360,000 tested, 0.44% active;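 active = inhibition above the screen-wide average plus 3 SD, cut at about 13% in these data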;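 note: forskolin and galanin both at EC90 stimulate the cells; cAMP rise reported by CNG channel membrane potential dye signal; 0% = forskolin plus galanin with DMSO and 100% = forskolin alone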
Target sequence (O60755 1-299 limits assumed): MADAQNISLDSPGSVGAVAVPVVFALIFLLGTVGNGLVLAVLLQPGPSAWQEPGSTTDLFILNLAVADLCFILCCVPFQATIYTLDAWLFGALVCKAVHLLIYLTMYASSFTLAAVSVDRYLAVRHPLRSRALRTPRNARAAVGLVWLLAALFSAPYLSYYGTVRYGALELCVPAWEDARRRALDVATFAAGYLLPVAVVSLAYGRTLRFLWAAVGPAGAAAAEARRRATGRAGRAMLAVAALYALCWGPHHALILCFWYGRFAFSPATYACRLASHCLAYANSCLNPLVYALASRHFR
MEKK2 WT-MEK5 = modulators of MEK5 binding to wildtype MEKK2, primary screen, biochemical, multiplex bead flow cytometry, Alexa488-MEK5 | Mitogen-activated protein kinase kinase kinase 2 (Homo sapiens), Q9Y2U5 | Alexa488-MEK5 binding to MEKK2 WT; actives lie on both sides | binding response (% of control), % at 10 µM | 290,000 tested, 1.1% active; in the data active = binding response below about 67% or above about 130%
GPR7 antag = GPR7 receptor antagonists, primary screen, cell-based, fluorescence, single concentration. Neuropeptides B/W receptor type 1 (Homo sapiens), P48145. GPR7-expressing cells, fluorescence antagonist assay. inhibition, % at 4.4 µM. 290,000 tested, 1.1% active. AID 1861, 2009; in the data active = inhibition above about 16%, passing the limit was not always enough;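 note: cells stimulated with the agonist NPW; 0% = agonist with vehicle and 100% = vehicle without agonist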
Target sequence (P48145 whole entry, looked up): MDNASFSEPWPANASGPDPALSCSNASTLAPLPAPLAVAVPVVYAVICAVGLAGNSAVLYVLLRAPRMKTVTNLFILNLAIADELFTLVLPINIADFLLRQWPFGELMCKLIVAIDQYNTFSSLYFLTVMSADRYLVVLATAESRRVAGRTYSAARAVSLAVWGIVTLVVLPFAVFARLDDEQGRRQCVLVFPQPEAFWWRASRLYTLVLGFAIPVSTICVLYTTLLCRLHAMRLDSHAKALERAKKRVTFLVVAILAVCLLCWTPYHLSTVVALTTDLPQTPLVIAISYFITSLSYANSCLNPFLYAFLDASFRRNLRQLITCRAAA
MEKK2mut PB1 HTS = MEK5 binding signal on mutant MEKK2 PB1, primary screen, biochemical, multiplex bead flow cytometry, Alexa488-MEK5; percent response, % at 10 µM; Alexa488-MEK5 binding to MEKK2 mutant; 290,000 tested, 0.35% active; in the data active = percent response above about 24%, passing the limit was not always enough; note: inactives centre near 1; some results filed as inactive read as strong as hits
OXTR ag = human OXTR agonists, primary screen, fluorescence, CHO-OTR cells, Fluo-8 calcium; Oxytocin receptor (Homo sapiens), P30559; Fluo-8 calcium fluorescence; normalized: DMSO 0%, oxytocin 100%; activation, % at 3 µM; 320,000 tested, 0.32% active; AID 2435, 2010;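 active = activation above the mean of all tested compounds plus 3 SD, cutoff set per screening run, cut at about 20% in these data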;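 note: peak over basal fluorescence ratio from a 100 s FLIPR kinetic read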
Active calls of the source: *; x = not tested or not shown. This is a random part of the collection; any-hit rate near 4.1%.

nr	smiles	OXTR ag	NALP1 yeast inh	OXTR potentiate	MEKK2mut PB1 HTS	PfM18AAP inh	GPR7 antag	V1R ag counter	MEKK2 WT-MEK5	GalR3 antagonist
1	Cc1csc(N(C(=O)CCNC(=O)c2ccc([N+](=O)[O-])cc2)c2ccccc2)n1	5.0	x	-6	-3	0	3	7.0	97	-5
2	O=C(NCCc1ccc(Cl)cc1)C1CCN(S(=O)(=O)c2ccc(Br)s2)CC1	4.0	3	-12	18	3	-9	4.2	129	-3
3	Cc1nn(-c2ccccc2)c(C)c1/C=N/NC(=O)c1cc(C23CC4CC(CC(C4)C2)C3)[nH]n1	-1.9	23	-17	-14	-5	5	0.7	82	2
4	CC(C)(C)C1CCC(=O)N(CCC#N)CC1 (stereo not drawn)	0.1	17	-7	-1	-5	-2	0.0	106	4
5	O=C(c1ccc(OC2CCN(CCc3ccccc3)CC2)cc1)N1CCCC1	0.3	16	-12	7	-15	-2	11	115	-5
6	N#Cc1ccccc1OCC(=O)N(C1CCCCC1)C1CCS(=O)(=O)C1 (stereo not drawn)	0.3	x	-6	x	x	x	-0.6	x	-8
7	O=S(=O)(Nc1nc2c(s1)CCCC2)c1ccc2ccccc2c1	0.7	3	-8	6	-3	-3	3.5	100	-5
8	CCN1CCN(c2ccc(S(=O)(=O)N3CCCCC3)cc2NC(=O)COc2ccc(Cl)cc2)CC1	0.9	x	-4	x	x	x	-0.5	x	-4
9	O=C(Nc1nnc(-c2ccccc2)s1)c1cccc(S(=O)(=O)N2CCOCC2)c1	1.6	1	-14	3	-4	-3	0.5	106	-3
10	CC(C)(C)c1ccc(NC(=O)CSc2nnc(-c3n[nH]c4ccccc34)o2)cc1	-0.7	17	-11	-1	4	-5	-0.1	103	-2
11	Cc1ccc(NC(=O)CSc2ccc(S(=O)(=O)N3CCCC3)cn2)cc1F	13	x	-11	x	x	x	8.8	x	-4
12	CC1(c2ccccc2Cl)NC(=O)N(CC(=O)Nc2ccc(N3CCCCC3)cc2)C1=O (stereo not drawn)	1.9	x	-3	x	x	x	3.0	x	-4

Some of these compounds in order of SMILES length, lowest first:
nr	smiles	OXTR ag	NALP1 yeast inh	OXTR potentiate	MEKK2mut PB1 HTS	PfM18AAP inh	GPR7 antag	V1R ag counter	MEKK2 WT-MEK5	GalR3 antagonist
4	CC(C)(C)C1CCC(=O)N(CCC#N)CC1 (stereo not drawn)	0.1	17	-7	-1	-5	-2	0.0	106	4
12	CC1(c2ccccc2Cl)NC(=O)N(CC(=O)Nc2ccc(N3CCCCC3)cc2)C1=O (stereo not drawn)	1.9	x	-3	x	x	x	3.0	x	-4
1	Cc1csc(N(C(=O)CCNC(=O)c2ccc([N+](=O)[O-])cc2)c2ccccc2)n1	5.0	x	-6	-3	0	3	7.0	97	-5

Next results follow:
nr	smiles	OXTR ag	NALP1 yeast inh	OXTR potentiate	MEKK2mut PB1 HTS	PfM18AAP inh	GPR7 antag	V1R ag counter	MEKK2 WT-MEK5	GalR3 antagonist
13	COc1ccc(-c2cc(C(=O)NCc3ccco3)no2)cc1OC	-1.8	14	-2	1	-5	2	-1.5	98	5
14	CCOC(=O)C1=C(Nc2ccc(OC)cc2)OCC1=O	-2.2	4	-4	-13	-15	-2	0.9	87	2
15	O=C1CC(=O)C(n2cncn2)C(c2cccc(Cl)c2)C1 (stereo not drawn)	0.4	-1	-3	0	13	-9	-0.4	104	-4
16	O=C(COC(=O)c1ccccc1O)NC12CC3CC(CC(C3)C1)C2	-1.8	x	-7	x	x	x	2.9	x	-5
17	COc1ccccc1-c1nnc(Sc2nc([N+](=O)[O-])nn2C)o1	0.8	-12	1	-12	7	9	1.1	88	-4
18	CC(=O)Nc1cccc(C(=O)NC(C)c2ccc(-n3ccnc3)cc2)c1 (stereo not drawn)	0.6	5	-12	2	7	8	1.4	100	-7
19	CC(=O)N1CCN(c2ccc(NC(=O)c3cccc(Cl)c3)cc2)CC1	0.0	16	-3	1	0	-4	0.0	96	-1
20	CCCCOc1ccccc1NC(=O)c1scc2c1OCCO2	x	-3	x	0	2	-14	x	109	-2
21	O=C(CCc1ccc(S(=O)(=O)N2CCOCC2)cc1)Nc1ccc(N2CCOCC2)cc1	-0.6	15	-6	2	-20	-1	0.4	96	-4
22	O=C(OCCOc1ccc(Br)cc1)c1ccc(Cl)c(S(=O)(=O)N2CCOCC2)c1	-1.0	x	-12	x	x	x	1.2	x	-1
23	COc1ccc(S(=O)(=O)N2CCOCC2)cc1Cl	0.3	-4	6	-2	-18	3	0.9	97	-6
24	CCCc1cc(C(=O)N2CCN(C(c3ccccc3)c3ccccc3)CC2)no1	-0.6	30	-7	3	-6	-10	-0.8	99	-1

Single entries from the results shown:
For GalR3 antagonist, CCCc1cc(C(=O)N2CCN(C(c3ccccc3)c3ccccc3)CC2)no1 reads -1
For MEKK2mut PB1 HTS, CCCCOc1ccccc1NC(=O)c1scc2c1OCCO2 reads 0
For MEKK2mut PB1 HTS, COc1ccccc1-c1nnc(Sc2nc([N+](=O)[O-])nn2C)o1 reads -12

Later entries
nr	smiles	OXTR ag	NALP1 yeast inh	OXTR potentiate	MEKK2mut PB1 HTS	PfM18AAP inh	GPR7 antag	V1R ag counter	MEKK2 WT-MEK5	GalR3 antagonist
25	CCOc1ccc(NC(=O)C(CC)n2nc(C)c3c(C)n(-c4ccccc4)nc3c2=O)cc1 (stereo not drawn)	-2.1	25	0	-2	2	-20	-0.6	99	7
26	CCOC(=O)N1CCN(C(=O)Nc2ccc(NC(=O)N3CCN(C(=O)OCC)CC3)cc2)CC1	-0.5	5	-16	-13	1	-6	0.8	88	-4
27	Cc1ccc(CN2CC(C(=O)Nc3nnc(SCc4c(Cl)cccc4Cl)s3)CC2=O)cc1 (stereo not drawn)	-0.4	36	-5	5	1	-1	-0.4	90	-1
28	Cc1csc(NC(=O)Nc2cccc(Cl)c2)n1	12	-11	-18	3	-3	-10	10.0	115	0
29	Cc1cccc(C)c1OC(=O)CN(c1ccc(Cl)cc1)S(C)(=O)=O	0.0	41	-21	-7	-10	2	0.4	91	-8
30	c1ccc(-c2oc3ncnc(NCCCN4CCOCC4)c3c2-c2ccccc2)cc1	-0.1	-6	-4	3	2	-1	-1.2	123	-6
31	CC(=O)N1N=C(c2cccs2)CC1c1ccc(C)o1 (stereo not drawn)	-1.5	-3	-11	3	-3	-11	0.8	102	-2
32	O=C1C=C(c2ccccc2)CC(c2ccc(F)cc2)C1 (stereo not drawn)	-0.5	x	-4	5	x	x	-0.8	105	-4
33	CC1(C)C(C=C(Cl)Cl)C1C(=O)N/N=C/c1ccccc1F (stereo not drawn)	-2.0	0	-4	1	0	-14	-0.6	105	-12
34	CCn1c(=O)c(C(=O)NNS(=O)(=O)c2ccc(C)cc2)c(O)c2ccccc21	-1.9	-15	0	-1	3	-6	-1.1	96	-2
35	COc1ccc(C2OC3=C(Nc4cc(C)c(C)cc4N3)C2=O)cc1 (stereo not drawn)	-0.2	24	-13	1	-5	3	2.9	89	-9
36	Cc1cc(SCn2nnc3ccccc3c2=O)nc2ccccc12	1.2	x	3	1	-16	-5	-0.6	97	-4
37	COc1ccc(N(C(=O)c2snc(C(N)=O)c2N)C(CC(C)C)C(=O)NCC2CCCO2)cc1 (stereo not drawn)	0.0	-1	1	4	8	-12	-0.8	100	-7
38	CC(C)[C@H](NC(=O)N1CC(=O)Nc2ccccc21)C(=O)N1CCC[C@@H]1C(=O)O	-0.4	20	-4	5	0	-1	0.5	102	1
39	O=C(NCCC1=CCCCC1)C1CCC(=O)N(Cc2cccc(C(F)(F)F)c2)C1 (stereo not drawn)	-1.6	22	-8	9	1	3	-0.4	113	-1
40	Cc1cc(=O)oc(C)c1C(=O)NCCNC(=O)c1c(C)cc(=O)oc1C	1.1	8	-11	-10	-3	-11	1.7	96	-3
41	CCn1c(SCC(=O)Nc2ccccc2N2CCOCC2)nnc1-c1ccccc1	-1.6	16	-7	4	5	-8	-1.3	110	-3
42	CNC(=O)c1nnn(Cc2ccccc2)c1NC(=O)C(F)(F)F	-0.2	0	-8	11	5	1	0.9	125	-7
43	O=C(CSc1nnnn1C1CCCCC1)NCc1cccs1	-0.5	0	-6	1	-21	-9	0.1	101	-5
44	O=C(c1cccc(N2CCCC2=O)c1)N1CCN(c2ccc(F)cc2)CC1	1.6	-4	-7	2	9	7	3.3	100	-6
45	Cc1cccc(CN2CCN(C3CCCC3)C(CCO)C2)n1 (stereo not drawn)	-0.2	-13	-10	-4	-3	-3	-0.2	98	-5
46	COc1ccc(-c2ccc(-c3noc(C)n3)c(OC)n2)cc1	0.3	-1	-4	6	-5	-2	-0.1	106	-8
47	C=CCn1c(CCNC(=O)c2ccccc2F)nnc1SCC(=O)Nc1ccc(OC)cc1	-1.0	18	-15	-6	0	6	-0.4	96	7
48	CCN(C(=O)CN1C(=O)NC(CCSC)C1=O)C1CCS(=O)(=O)C1 (stereo not drawn)	1.8	x	-4	x	x	x	1.4	x	-6
49	CCOc1ccccc1C(=O)Nc1ccccc1-c1ccccc1	-0.9	26	-2	-2	1	-17	-1.1	93	-7
50	Cc1cccn2c(=O)c3cc(C(=O)NCCc4ccccc4)c(=N)n(CCCn4ccnc4)c3nc12	-2.0	1	-6	4	7	-5	-0.1	115	-1
51	O=[N+]([O-])c1ccc(COc2cccc3cccnc23)cc1	-1.7	14	-9	3	-10	-6	-0.3	104	4
52	COC(=O)CSc1nnc(C2COc3ccccc3O2)n1-c1ccccc1 (stereo not drawn)	-0.1	-16	-4	4	-1	-9	0.7	106	-8
53	CCOc1cc(-c2nnn(CC(=O)N3CCCCC3)n2)ccc1OC	-0.3	-25	5	5	5	-13	0.6	103	-10
54	OC(COCCC12CC3CC(CC(C3)C1)C2)CN1CCCC1 (stereo not drawn)	1.4	1	-4	1	-16	3	1.4	99	-9
55	CCC(=O)Nc1cccc(C2=NOC3(C2)C[C@@H](C(N)=O)N(C(=O)c2ccccc2C(=O)c2ccccc2)C3)c1 (stereo partly drawn)	0.2	x	4	8	x	x	-0.4	93	-3

High-throughput results from PubChem.
